Bioassay records: PubChem, Emory University Molecular Libraries Screening Center
EP2 modulator – modulators of human EP2 prostaglandin E2 receptor. P43116. EP2-expressing cells, cAMP HTRF FRET, PGE2 co-stimulation. induction, % at 25 µM. 260,000 tested, 0.83% active;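 active = compounds whose cAMP rise, as percent of the full-agonist control response, exceeds 60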;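 also: rat C6 glioma line stably carrying human EP2 under a CMV promoter; the protocol text gives 20 µM as final concentration; 100% = response of wells given 1 µM PGE2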
Target sequence (P43116 whole entry, looked up): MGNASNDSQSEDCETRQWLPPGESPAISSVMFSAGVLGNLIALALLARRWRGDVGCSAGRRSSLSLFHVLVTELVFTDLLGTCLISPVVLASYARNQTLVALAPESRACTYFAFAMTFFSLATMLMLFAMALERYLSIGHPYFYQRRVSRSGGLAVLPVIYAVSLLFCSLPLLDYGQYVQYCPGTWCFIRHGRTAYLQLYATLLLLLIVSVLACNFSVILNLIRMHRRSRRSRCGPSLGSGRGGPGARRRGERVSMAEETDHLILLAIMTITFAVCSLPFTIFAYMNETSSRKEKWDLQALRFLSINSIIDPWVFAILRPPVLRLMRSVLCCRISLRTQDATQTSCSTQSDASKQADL
PGE2 EP2 inh – EP2 receptor (human) inhibition | inhibition, % at 25 µM | 260,000 tested, 0.52% active | C6 glioma cells expressing human EP2, cAMP TR-FRET; cells stimulated with saturating PGE2 | P43116;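 active = percent inhibition above 40 after rounding to a whole number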;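 also: rat C6 glioma host cells with rolipram phosphodiesterase inhibitor present; the protocol text gives 20 µM as final concentration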
* hit, by the source's call; & = joins results of further samples. An excerpt; the hit share may differ from the screen's.

SMILES,EP2 modulator,PGE2 EP2 inh
COc1ccc(NC(=O)N(Cc2cccnc2)Cc2cc3cc4c(cc3[nH]c2=O)OCCO4)cc1,-6,12
O=C(NCc1ccccn1)c1ncoc1-c1ccc(F)cc1,-85,5
Cc1c(CN2CCc3nc(N4CCCC(C)C4)[nH]c(=O)c3C2)cnn1C (centres undefined),14,3
CCC1c2cccn2CCN1Cc1cn[nH]c1-c1cccc(OC)c1 (centres undefined),-18,2
CCCOC(=O)CCCN1C(=O)/C(=C/c2cccs2)SC1=S,-13,14
CC(=O)N(C)c1nnc(-c2ccc(C)nc2)s1,-112,23
COc1cccc(-c2nc3cnccn3c2NCc2ccc3c(c2)OCO3)c1,-79,12
CCOc1cccc(C2C(C(=O)c3cccs3)=C(O)C(=O)N2Cc2ccncc2)c1 (centres undefined),24,21
CCCOc1ccc(C2C3=C(CC(C)(C)CC3=O)NC3=C2C(=O)CC(C)(C)C3)cc1OC,-34,10
CN(C)CCCNCc1cc2c(C(C)(C)C)nn(-c3ccccc3)c2[nH]c1=O,-13,6
CC(=O)N/C(N)=N/c1nc(C)c2ccc(C)cc2n1,-25,11
CC1=C(/C=C/C(C)=C/C=C/C(C)=C/CO)C(C)(C)CCC1,-2,16&13
O=C1NC2(CCN(C(=O)c3cc4c(s3)CCC4)CC2)Nc2ccccc21,-17,5
COc1ccccc1NC(=O)CN1CCN(Cc2ccc3c(c2)OCO3)CC1,-16,12
O=C(O[C@@H]1Cc2c(O)cc(O)cc2O[C@@H]1c1ccc(O)c(O)c1)c1cc(O)c(O)c(O)c1,27,9
Cc1cccc(OCc2nnc(SCC(=O)O)o2)c1,-11,8
CC(=O)C(C)n1c(CN2CCN(C)CC2)nc2c1c(=O)n(C)c(=O)n2C (centres undefined),-4,9
COc1ccc(NC(=O)CSc2nncn2N)c(OC)c1,-6,16
Cc1ccc(C(=O)C2=C(O)C(=O)N(CCc3ccccc3)C2c2cccnc2)o1 (centres undefined),29,20
CCc1ccc(N2CC34C=CC(O3)C(C(=O)O)C4C2=O)cc1 (centres undefined),-7,12

In the list so far, 5 contain a carbonyl joined to an NH by a bond outside any ring:
SMILES,EP2 modulator,PGE2 EP2 inh
COc1ccc(NC(=O)N(Cc2cccnc2)Cc2cc3cc4c(cc3[nH]c2=O)OCCO4)cc1,-6,12
O=C(NCc1ccccn1)c1ncoc1-c1ccc(F)cc1,-85,5
CC(=O)N/C(N)=N/c1nc(C)c2ccc(C)cc2n1,-25,11
COc1ccccc1NC(=O)CN1CCN(Cc2ccc3c(c2)OCO3)CC1,-16,12
COc1ccc(NC(=O)CSc2nncn2N)c(OC)c1,-6,16

Next structures
SMILES,EP2 modulator,PGE2 EP2 inh
COc1cccc(NC(=O)CSc2nc3ccc(OC)cc3cc2C#N)c1,38,22
COc1ccc(Nc2nc(N)nc(C3CCCCC3=O)n2)cc1 (centres undefined),-20,7
CNC(=S)N1CCC(c2nc3ccccc3o2)CC1,-19,7
CCn1c(SCC(=O)Nc2cc(C)ccc2OC)nnc1-c1ccccc1,-22,4
Cc1ccnc(NCc2cc(Cl)cc(Cl)c2O)c1,-48,12
COc1cccc(OC)c1NC(=O)CN(C)S(=O)(=O)c1ccc2c(c1)OCCO2,-23,14
CN(C)S(=O)(=O)c1ccc(C(=O)NCC[N+]2(C)CCCCCC2)o1,5,19
CC1(C)N=C(N)N=C(N)N1c1cccc(OCc2cccc(N)c2)c1,-2,54*
Cc1ccc(NC(=O)C2CCN(c3ncccn3)CC2)c(C)c1,-51,8
Cn1cnc2cc(N)ccc21,-19,8
O=C(CSc1nnc(-c2ccncc2)n1CCc1ccccc1)Nc1ccc(Br)cc1,-43,7
O=C(NCc1ccc2c(c1)OCO2)C1CCN(c2ccc(S(=O)(=O)N3CCOCC3)cc2)CC1,18,8
c1coc(Cn2nnnc2CN2CCN(Cc3ccc4c(c3)OCO4)CC2)c1,-6,8
Cc1cccc2cc(C#N)c(NCCNC(=O)c3ccc(Br)cc3)nc12,-21,5
COc1ccc(-c2nc3ccc(NC(=O)c4ccco4)cc3[nH]2)cc1,-68,14
Clc1ccc(Nc2nc3nonc3n3nnnc23)cc1,-104,91*
O=C(Nc1sc2c(c1C(=O)N1CCCCC1)CCCC2)c1ccco1,27,13
CC(C)NC(=O)CSc1nc2ccccc2n1CC(=O)NC(C)C,10,9
COC(=O)Cn1cc(C(=O)c2ccccc2)c2ccccc21,-30,10
COc1cc2cc(CN(Cc3ccc(Cl)cc3)C(=O)NC3CCCCC3)c(=O)[nH]c2cc1OC,-17,15
Cc1occc1-c1nn(CC(=O)N2CC(C)CC(C)C2)c(=O)o1 (centres undefined),-28,7
COc1ccc(C(c2nnnn2C2CCCCC2)N2CCc3ccccc3C2)c(OC)c1 (centres undefined),-8,10
Cc1noc(C)c1CCC(=O)N1CCC[C@H](C(=O)c2ccc(F)cc2)C1,-24,9
O=C(CCc1nc2ccccc2[nH]c1=O)OCC(=O)c1ccc(Cl)c(Cl)c1,3,10
CC1(C)CC(=O)C2=C(C1)OC1=C(C(=O)CC(C)(C)C1)C2c1c(O)cccc1Cl,-2,8
O=C(CN1C(=O)N2CCN=C2c2ccccc21)NC1CCCC1,-30,12
Cn1cc(CN(Cc2ccccc2F)C2CC(C)(C)NC(C)(C)C2)cn1,-27,8
COCCCN1C(=O)C(=O)/C(=C(\O)c2ccc(C)cc2)C1c1ccc(OC)cc1OC (centres undefined),16,16
O=C=Nc1ccc(Cc2ccc(N=C=O)cc2)cc1 (tested in a mixture with another compound),10,45*
COc1ccc(N(C(=O)c2ccccn2)C(C(=O)NC2CCCCC2)c2cccc(OC)c2)cc1 (centres undefined),6,20
Cc1nn(C)cc1S(=O)(=O)N1CCCC(CN2CCCC2)C1 (centres undefined),-51,3
Cc1ccc(C)c(NC(=O)CSc2nnc3c(n2)[nH]c2ccc(C)cc23)c1,-55,9
O=C(O)c1cc(=O)[nH]c(SCc2ccccc2)n1,34,5
CCn1c(=O)oc2cc(S(=O)(=O)NC3C4CCCCC43)c(Cl)cc21 (centres undefined),-71,7
Cc1ccc(/C(O)=C2/C(=O)C(=O)N(CCN(C)C)C2c2cccs2)cc1F (centres undefined),10,7
O=C(O)c1cccc(S(=O)(=O)NCCO)c1,-6,8
Cc1ccc2oc(C(=O)N3CCC4(CC3)NC(=O)c3ccccc3N4)cc(=O)c2c1,-29,4
CCc1ccc(S(=O)(=O)NC2CC(C)(C)NC(C)(C)C2)cc1,-15,11
O=C(O)c1ccc(/C=N/N=C2c3ccccc3-c3ccccc32)cc1,17,11
COc1ccc2[nH]c(=O)c(CN(CCO)C(=S)Nc3ccc(C)cc3C)cc2c1,-33,9
Nc1ncnc2c1ncn2C1O[C@H](COP(=O)(O)O)[C@@H](O)[C@H]1O (some centres undefined),2,14
CCc1nn(CC(=O)N(C(C)C)C(C)C)c(=O)c2cc3occc3n12,-33,6
COc1ccc2cc(C(c3nnnn3C3CCCC3)N3CCN(Cc4ccccc4)CC3)c(=O)[nH]c2c1 (centres undefined),-8,8
Cn1c(C(=O)OC(C(=O)NCC2CCCO2)c2ccccn2)cc2sccc21 (centres undefined),-33,14
COc1nc(Nc2ccc(C3Nc4ccccc4O3)cc2)nc(OC)n1 (centres undefined),-53,10
Cn1c(SCC(=O)c2ccc(Br)cc2)nnc1-c1ccncc1,-15,7
Cc1cccc2cc(C(c3nnnn3C3CCCCC3)N3CCCc4ccccc43)c(=O)[nH]c12 (centres undefined),33,17
COCCN1C(=O)C(O)=C(C(=O)c2ccco2)C1c1ccc(O)c(OC)c1 (centres undefined),-20,9
Cc1c(Cl)ccc(S(=O)(=O)N2CCCC2)c1Cl,-10,6
[N-]=[N+]=NC[C@@H]1O[C@H](n2cnc3c(N)ncnc32)[C@@H]2O[C@@H]21,-37,23

Ordered by count of non-hydrogen atoms (ascending): three of the compounds above
SMILES,EP2 modulator,PGE2 EP2 inh
Nc1ncnc2c1ncn2C1O[C@H](COP(=O)(O)O)[C@@H](O)[C@H]1O (some centres undefined),2,14
COc1nc(Nc2ccc(C3Nc4ccccc4O3)cc2)nc(OC)n1 (centres undefined),-53,10
COc1ccc2cc(C(c3nnnn3C3CCCC3)N3CCN(Cc4ccccc4)CC3)c(=O)[nH]c2c1 (centres undefined),-8,8

More structures:
SMILES,EP2 modulator,PGE2 EP2 inh
COc1ccc(C(=O)N2CCN(C(=O)CCC3CCCC3)CC2)cc1,2,14
COC1=CC=C(C2C3=C(CC(C)(C)CC3=O)OC3=C2C(=O)CC(C)(C)C3)CC1,-7,8
CCC(=O)NNC(=O)CSc1nc2cc3c(cc2cc1CC)OCCO3,-3,5
O=C(CNS(=O)(=O)c1ccccc1)OCC(=O)c1cccs1,30,14
Cc1nnc2sc(-c3cccc(NC(=O)C(C)C)c3)nn12,3,4
CCOc1cc(/C=C\c2[nH]c(=O)[nH]c(=O)c2[N+](=O)[O-])ccc1OCc1ccccc1F,9,11
Nc1nc2ncc(CNc3ccc(C(=O)N[C@@H](CCC(=O)O)C(=O)O)cc3)nc2c(=O)[nH]1,6,12
CC1CN(C(=O)c2ccc(Cl)cc2)CC(C)O1 (centres undefined),3,6
CCc1cc2ccc(OC)cc2nc1SCC(=O)Nc1ccc2c(c1)OCO2,76*,12
Cc1ccc2cc(CN(CCN(C)C)C(=S)NCCCN(C)C)c(=O)[nH]c2c1,-28,2
COC(=O)c1ccc(NC(=O)CN2CCC(C)CC2)cc1,-47,1
CN(C)CCCNCc1cc2c(-c3ccc(F)cc3)nn(-c3ccccc3)c2[nH]c1=O,-69,9
CN(C)CCCN(Cc1cc2cc3c(cc2[nH]c1=O)OCCO3)C(=O)Nc1ccc(F)cc1,-5,9
N=c1c(S(=O)(=O)c2ccccc2)cc2c(=O)n3ccccc3nc2n1C1CCCCC1,57,12
FC(F)(F)c1nnc2c3ccccc3nc(-c3ccccc3)n12,-36,9
CCn1c(COc2ccccc2)nnc1SCC(=O)Nc1ccc(Br)cc1,-18,9
Cc1ccc(C(=O)Nc2ccc(NC(=O)c3cccs3)cc2)c(C)c1,-101,16
NC(=O)COc1ccc(C2C3=C(CCCC3=O)OC3=C2C(=O)CCC3)cc1Cl,-25,11
CC(=O)Nc1ccc(NC(=O)COc2ccc(S(=O)(=O)N3CCCC3)cc2)cc1,-6,10
CCn1c(COc2ccc(Cl)c(C)c2)nnc1SCC(=O)N1CCCc2ccccc21,28,8
CCOc1c(Cl)cc(C2C3=C(CCCC3=O)NC3=C2C(=O)CCC3)cc1OC,15,9
O=C(O)CC1C(=O)NC(=S)N1c1ccccc1 (centres undefined),-29,13
Cc1cc2cc(C(c3nnnn3Cc3ccc(F)cc3)N3CCc4ccccc43)c(=O)[nH]c2cc1C (centres undefined),-12,10
CCC1c2ccsc2CCN1Cc1cn[nH]c1-c1cccs1 (centres undefined),37,3
CS(=O)(=O)N(CC(=O)N1CCCC1)c1ccc2c(c1)OCO2,2,8
COCCN(CCOC)C(=O)Cn1nc2n(C)c3ccccc3n2c1=O,-12,7
COc1ccc2cc(C#N)c(SCC(=O)Nc3ccc(C)cc3Br)nc2c1,28,19
CC1(C)Cc2ccccc2-c2nnc(SCC(=O)N3CCCCC3)n21,-47,11
Cc1cc2c(cc3c(=O)n(CC(=O)NCCCc4ccccc4)nc(C)n32)o1,-32,6
CC1=Nc2ccc(Cl)cc2C(c2ccccc2)N1CC(=O)NN (centres undefined),-27,7
CCOc1ccc(-c2[nH]nc3c2C(c2cc(OC)c(OC)c(OC)c2)C(C#N)=C(N)O3)cc1 (centres undefined),6,1
COC(=O)C1=CN(CCCN2CCCC2=O)C=C(C(=O)OC)C1c1ccc(C)s1,26,10
Cc1ccc2n1CCN(C(=O)c1cc3c([nH]c1=O)CCCCC3)C2C(C)C (centres undefined),-36,5
Cn1c(=O)c2cc(S(=O)(=O)NC3(c4ccccc4F)CC3)ccc2n(C)c1=O,-50,11
COCCNc1c(-c2cc3cc(C)ccc3[nH]c2=O)nc2ccc(Cl)cn12,-32,7
CCCC(=O)Nc1nc(-c2ccc3c(c2)CCN3C(=O)C2CC2)cs1,11,16
CCc1c(C)nc(NC2CCN(C(=O)c3ccc(N(C)C)cc3)CC2)[nH]c1=O,-19,-2
COC(=O)c1cc(S(N)(=O)=O)c(C)o1,2,15
Cn1ncc(I)c1C(=O)N1CCc2ccccc2C1,-36,12
CC(=O)NNC(=O)CSc1nnc(-c2cccnc2)n1-c1ccc(Cl)cc1,13,8
O=C(CN1CCC(O)(c2cccnc2)CC1)Nc1cccc(O)c1,-20,6
CC[C@@H](Cn1ncc2ccccc2c1=O)NC(=O)c1cnccn1,-2,7
CNC(=O)[C@H]1O[C@@H](n2cnc3c(NCc4cccc(I)c4)ncnc32)C(O)[C@H]1O (some centres undefined),2,15
COc1cc2cc(C)c3nnc(SCC(=O)Nc4ccccc4F)n3c2cc1OC,0,16
CC(=O)c1cccc(S(=O)(=O)N(Cc2cc3cc(C)ccc3[nH]c2=O)C2CCCCC2)c1,-1,15
OC[C@@H]1O[C@H](n2cnc3c(SCc4ccccc4)ncnc32)[C@H](O)[C@H]1O,2,48*
COC(=O)c1c(NC(=O)Cc2cccs2)sc(C(=O)Nc2cccc(Cl)c2C)c1C,-3,22
C=CCNC(=O)CN1CCC(n2cnc3cccnc32)CC1,-13,8
O=S(=O)(Cc1ccccc1)Nc1ccc(S(=O)(=O)Nc2ncccn2)cc1,-14,11
